Epigenetic derep = Quantitative High-Throughput Screen for Regulators of Epigenetic Control; murine LDR cells, GFP reporter derepression, 30 h; Potency, µM (doses to about 53.9 µM), inactives show at the highest dose GFP activation, hits mostly activators; 0.2% of 280,000 active; further: potency means the concentration at half of the fitted maximal effect; % of control where 0% means no effect; nearly all actives have a fitted effect of over 60% in size
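Readout is the number of GFP-expressing murine LDR cells, counted by cytometry following washing. Cells were treated with compound for 30 h at 37 C; the stably integrated CMV-GFP locus is normally silent.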
TexasRed fluor = Total Fluorescence Counterscreen for Inhibitors of the Interaction of Thyroid Hormone Receptor and Steroid Receptor Coregulator 2; TRb/SRC2 Texas Red total fluorescence interference; 0.29% of 280,000 active; Potency, µM (doses to about 106 µM), inactives show at the top dose fluorescence change, negative = quenching; AID 1479, 2009; active means well fitted curve in either direction with a large enough effect; inconclusive means small, poorly fitted or top-dose-only effect; further: potency means the concentration at half of the fitted maximal effect; on the % scale 0 is the no-effect control and ±100 the full control effect
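Human TRβ ligand-binding domain (0.6 uM) and Texas Red SRC2 peptide (20 nM) in Tris buffer with 1 uM T3 and 5% DMSO were incubated with pinned compound for 5 hr at ambient temperature. Total fluorescence was computed as S + 2P (555/632 nm).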
GLA spleen mod = qHTS Assay for Inhibitors and Activators of Human alpha-Galactosidase From Spleen Homogenate; human spleen homogenate, 4MU-alpha-Gal fluorescence, 40 min; Potency, µM (highest dose often 80 µM), without a hit: at the top dose activity change, negative = inhibition, hits mostly inhibitors; 0.008% of 240,000 active; AID 2107, 2009;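 further: potency means the concentration at half of the fitted maximal effect; 0% = enzyme with vehicle and -100% = no enzyme basal signal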
Target sequence (P06280 32-429 limits assumed): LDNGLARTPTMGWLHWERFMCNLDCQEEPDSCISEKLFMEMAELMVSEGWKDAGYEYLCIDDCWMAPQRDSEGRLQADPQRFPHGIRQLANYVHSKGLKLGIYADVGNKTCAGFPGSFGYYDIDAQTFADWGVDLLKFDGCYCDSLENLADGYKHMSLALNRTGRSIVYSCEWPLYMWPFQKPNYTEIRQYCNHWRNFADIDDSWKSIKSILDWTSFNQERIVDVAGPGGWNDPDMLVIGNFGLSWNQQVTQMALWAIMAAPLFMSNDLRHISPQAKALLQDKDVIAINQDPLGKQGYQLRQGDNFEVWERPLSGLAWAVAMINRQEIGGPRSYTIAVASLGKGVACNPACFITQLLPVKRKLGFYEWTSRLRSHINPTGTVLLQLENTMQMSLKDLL
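Fluorogenic readout (Ex 365/Em 440 nm) of 4-methylumbelliferone released from 1 mM 4-MU-alpha-galactoside by spleen homogenate, 40 min at 37C, pH 5.0. Data normalized to no-enzyme and enzyme controls; Hill-equation AC50 from compound titrations.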
Tau fibril FP = qHTS for Inhibitors of Tau Fibril Formation, Fluorescence Polarization | Microtubule-associated protein tau (Homo sapiens), P10636 | K18 P301L tau heparin fibrillization, Alexa594 FP, 6 h | Potency, µM (series often up to 57.7 µM), without a hit: at the highest dose activity, negative = inhibition, most hits filed as inhibitors | 0.39% of 280,000 active | AID 1468, 2008; further: potency means the concentration at half of the fitted maximal effect; on the % scale 0 is the no-effect control and ±100 the full control effect; nearly all actives have a fitted effect of over 55% in size
Target sequence (P10636 561-689 P618L limits assumed): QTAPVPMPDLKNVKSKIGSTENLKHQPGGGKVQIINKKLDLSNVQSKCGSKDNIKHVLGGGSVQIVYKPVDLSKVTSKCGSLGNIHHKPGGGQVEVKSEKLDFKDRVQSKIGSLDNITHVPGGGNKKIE
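K18 P301L tau (15 uM unlabeled/0.24 uM Alexa 594-labeled, final) + compound + heparin 20 uM final; 100 mM NaOAc pH 7; 6 hr 37 C; ThT 30 uM final added, 1 hr RT; FP ex 555/em 632 nm.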
TRb SRC2 PPI = qHTS for Inhibitors of the Interaction of Thyroid Hormone Receptor and Steroid Receptor Coregulator 2. Thyroid hormone receptor beta (Homo sapiens), P10828. TRbeta-SRC2 peptide binding, fluorescence polarization; receptor liganded with 1 µM T3. Potency, µM (top dose mostly 106 µM), inactives show at the highest dose activity change, negative = inhibition, actives largely listed as inhibitors. 0.065% of 280,000 active. AID 1469, 2008;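 further: potency means the concentration at half of the fitted maximal effect; plate controls were bound peptide for no effect and peptide without receptor for full effect; nearly all actives have a fitted effect of over 50% in size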
Target sequence (P10828 whole entry, looked up): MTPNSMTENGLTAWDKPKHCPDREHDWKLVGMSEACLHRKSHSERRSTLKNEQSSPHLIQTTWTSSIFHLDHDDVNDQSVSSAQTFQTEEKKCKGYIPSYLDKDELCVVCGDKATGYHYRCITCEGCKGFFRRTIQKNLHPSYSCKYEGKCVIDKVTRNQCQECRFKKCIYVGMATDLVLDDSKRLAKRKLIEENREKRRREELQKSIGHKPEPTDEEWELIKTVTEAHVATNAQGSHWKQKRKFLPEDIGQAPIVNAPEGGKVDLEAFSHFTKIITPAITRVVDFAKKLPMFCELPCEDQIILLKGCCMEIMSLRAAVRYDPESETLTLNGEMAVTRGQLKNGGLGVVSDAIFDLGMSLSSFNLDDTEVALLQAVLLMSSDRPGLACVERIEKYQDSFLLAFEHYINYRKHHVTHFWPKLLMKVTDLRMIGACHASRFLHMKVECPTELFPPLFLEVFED
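Quantitative HTS by FP: 0.6 uM TRb LBD, 20 nM labeled SRC2 20-mer, 1 uM T3, 5% DMSO; 5 hr ambient incubation; % activity per concentration and potencies from concentration series.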
Tau fluor counter = Counterscreen qHTS for Inhibitors of Tau Fibril Formation, Fluorescence Polarization | tau K18 P301L (four-repeat tau fragment) Alexa594 fluorescence, heparin fibrillization | Potency, µM (top dose mostly 57.7 µM), for inactives: at the highest dose activity change, negative = decrease | 0.93% of 280,000 active; further: potency means the concentration at half of the fitted maximal effect; on the % scale 0 is the no-effect control and ±100 the full control effect; nearly all actives have a fitted effect of over 55% in size
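Human K18 P301L tau (15 uM unlabeled plus 0.24 uM Alexa 594-labeled, final) in 100 mM sodium acetate pH 7 was mixed with compound and 20 uM heparin and incubated 6 hr at 37 C.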
NPSR antag = qHTS Assay for Antagonists of the Neuropeptide S Receptor: cAMP Signal Transduction; CHO-NPSR cells, cAMP TR-FRET, antagonist mode; Potency, µM (highest dose often 38.3 µM), for the others: at the top dose activity change, negative = inhibition, most hits filed as inhibitors; 1% of 220,000 active; further: potency means the concentration at half of the fitted maximal effect; on the % scale 0 is the no-effect control and ±100 the full control effect; nearly all actives have a fitted effect of over 50% in size; many of its hits are not listed in these tables
CBFb-RUNX1 inh = qHTS Assay for Compounds Blocking the Interaction Between CBF-beta and RUNX1 for the Treatment of Acute Myeloid Leukemia. 230,000 tested, under 10 active. AID 1477, 2009. AlphaScreen CBFb-His/RUNX1-biotin binding, biochemical. Potency, µM (titrated, usually from 59.8 µM), without a hit: at the top dose activity, negative = inhibition, most hits filed as inhibitors; further: % of control where 0% means no effect
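His-tagged CBF-beta and biotinylated RUNX1 (30 nM each) were premixed 20 min at room temperature, exposed to compound for 15 min, then given nickel-chelate and streptavidin AlphaScreen beads (50 ng each). After 90 min, AlphaScreen signal was read.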
Starred values were filed as active, the others as inactive; ? = inconclusive; / = not tested or not shown; [ ] = remark or other dose. Unless noted, the call rests on the fitted dose curve; in most records, active means well fitted curve in the direction sought with a large enough effect; inconclusive means small, poorly fitted or top-dose-only effect, or another doubt; inactive means no such curve, though single readings can be large; an effect the other way counts as inactive or inconclusive. The list is partial; rates above refer to the full screens.

canonical_smiles	Tau fluor counter	Epigenetic derep	NPSR antag	Tau fibril FP	TRb SRC2 PPI	TexasRed fluor	GLA spleen mod	CBFb-RUNX1 inh
C=CCNC(=O)C1CC(=O)N(c2ccc(OCC(=O)Nc3cccc(OC)c3)cc2)C1 (stereo not given)	-2%	0.0%	18%[46.1 µM]	-2%	-3%	-2%	1%	6%
O=C(Nc1ccc2c3c(cccc13)CC2)c1ccco1	-10%	0.4%	-5%[46.1 µM]	3%	-13%	-2%	10%	6%
Cc1cc(N2CCCN(C)CC2)nc2cc(Cl)ccc12	1%	-1.7%	8%[46.1 µM]	0%	-7%	2%	6%	2%
COc1ccc(C2C(=O)N(C3CCC(C)CC3)CC(=O)N2Cc2ccccc2Cl)cc1OC (stereo not given)	-20%	0.9%	/	1%	-7%	0%	/	/
CCOCCOC(=O)c1ccc2c(c1)N(Cc1ccccc1C#N)C(=O)c1ccccc1S2(=O)=O	-23%	1.4%	/	3%	4%	-2%	/	/
CCN(CCCn1c(=S)[nH]c2ccc(N3CCOCC3)cc2c1=O)c1ccccc1	?	1.4%	-33%	18%	0%	0%	-5%	5%
COc1cc(C(=O)N/C(=C\c2cn(S(=O)(=O)N(C)C)c3ccccc23)C(=O)NCCCO)cc(OC)c1OC	-13%	-4.8%	15%	-5%	3%	0%	4%	0%
CCN(CC)S(=O)(=O)c1ccc2[nH]cc(C(=O)NCCN3CCCCCC3)c(=O)c2c1	-12%	0.0%	-30%[46.1 µM]	0%	-7%	-9%	2%	2%
COc1cc(C(=S)N2CCOCC2)ccc1OC(=O)c1cc([N+](=O)[O-])cc([N+](=O)[O-])c1	?	0.0%	-2%[46.1 µM]	-1%	2%	4%	-8%	0%
COc1ccc(-c2nc(=S)[nH][nH]2)cc1OC	1%	9.4%	6%	3%	0%	-3%	-3%	6%
Oc1cccc(C2c3[nH]c4ccccc4c3CCN2Cc2cnn(-c3ccccc3)c2)c1 (stereo not given)	?	1.6%	-31%	-3%	4%	-2%	0%	-20%
Cc1ccc(C)c(NC(=O)Cn2cc(C(=O)C3CCCCC3)c3ccccc32)c1	-17%	?	/	-20%	9%	-1%	/	/
O=C1C2C3C=CC(C2C(=O)N1C1CCCCC1)C1C(=O)N(C2CCCCC2)C(=O)C31 (stereo not given)	-5%	-3.1%	-2%[46.1 µM]	4%	9%	-1%	5%	3%
Cc1ccc(S(N)(=O)=O)c(C)c1-n1cnnn1	-3%	0.8%	13%	-1%	-7%	-1%	-12%	2%
CC12CCC(C(=O)Nc3ccccc3Cl)([C@H](Br)C1=O)C2(C)C (stereo not given in full)	2%	-1.0%	-12%	9%	2%	-6%	-22%	2%
CCOC(=O)CSc1nc2ccc(NC(=O)c3ccc(Cl)cc3)cc2s1	-28%	1.6%	/	-11%	9%	-12%	/	/
Cc1ccc(NC(=O)c2ocnc2C)cc1Cl	-10%	0.0%	20%[46.1 µM]	3%	3%	0%	7%	5%
Cc1ccccc1NC(=O)CN1C(=O)CSc2ccccc21	-4%	-1.0%	4%	-1%	0%	-1%	-2%	4%
O=C(NCc1ccco1)C1CCCN(S(=O)(=O)c2cccc3cccnc23)C1 (stereo not given)	2%	0.8%	5%[46.1 µM]	-3%	0%	-1%	2%	-1%
Brc1cccc(-c2nnc(SCc3nc4ccccc4[nH]3)o2)c1	?	-1.3%	-10%[46.1 µM]	-11%	-4%	-1%	1%	3%
O=C(c1nn2c(C(F)(F)F)cc(-c3cccs3)nc2c1Cl)N1CCCc2ccccc21	-11%	4.5%	-10%	3%	-9%	0%	-5%	19%
CCN(CC)c1ccc(NC(=O)C2CCCN(S(=O)(=O)c3ccc4c(c3)oc(=O)n4C)C2)c(C)c1 (stereo not given)	?	-2.7%	/	7%	1%	-3%	/	/
COc1ccc(-c2noc(-c3ccccc3Cl)n2)cc1OC	5%	-9.5%	-9%[46.1 µM]	4%	-2%	-2%	5%	-4%
COc1ccc(N=CC2=C(O)CC(C)(C)CC2=O)cc1OC	-4%	0.0%	3%[7.67 µM]	3%	-4%	-3%	-1%	6%
CCOc1cc2oc(=O)c3c(c2cc1Cl)CCC3	-9%	0.9%	3%[46.1 µM]	7%	-5%	-1%	19%	13%

Results in Tau fibril FP and CBFb-RUNX1 inh (3 entries from above):
compound,Tau fibril FP,CBFb-RUNX1 inh
CCOCCOC(=O)c1ccc2c(c1)N(Cc1ccccc1C#N)C(=O)c1ccccc1S2(=O)=O,3%,/
O=C(c1nn2c(C(F)(F)F)cc(-c3cccs3)nc2c1Cl)N1CCCc2ccccc21,3%,19%
COc1cc(C(=O)N/C(=C\c2cn(S(=O)(=O)N(C)C)c3ccccc23)C(=O)NCCCO)cc(OC)c1OC,-5%,0%

The listing continues:
canonical_smiles	Tau fluor counter	Epigenetic derep	NPSR antag	Tau fibril FP	TRb SRC2 PPI	TexasRed fluor	GLA spleen mod	CBFb-RUNX1 inh
Cc1[nH]c2ccc(F)cc2c1CCN(Cc1ccncc1)C(=S)Nc1ccc(F)cc1	?	-7.8%	7.9µM*	-3%	-4%	1%	-19%	-6%
CC#CCOCC/C=C1/c2ccccc2C(OC)C1C (stereo not given)	-8%[11.6 µM]	0.0%[10.1 µM]	/	-3%[11.6 µM]	0%[11.2 µM]	-3%[11.2 µM]	-2%[17.5 µM]	-2%[13.1 µM]
Cc1ccc(CNC(=O)c2ccc3c(c2)CCN3S(=O)(=O)c2ccccc2)cc1	-25%	-2.6%	/	-12%	-7%	-1%	/	/
CCOc1cc(NC(=S)NCCOC)c(OCC)cc1NC(=O)c1ccco1	-18%	-1.1%	-28%	6%	-1%	0%	-6%	1%
CCOC(=O)c1ccc(NC(=O)Nc2ccc(Cl)cn2)cc1	-8%	-2.3%	10%	-1%	-12%	-2%	0%	-20%
O=c1[nH]c2cc(Cl)ccc2n1-c1ccccc1	-10%	-1.0%	-4%[46.1 µM]	1%	6%	7%	-14%	-5%
O=C(Cn1nc(Cc2cccnc2)c2ccccc2c1=O)N1CCN(c2ccccn2)CC1	-2%	1.0%	-20%[46.1 µM]	-4%	0%	0%	-1%	-1%
Oc1ccc2ccccc2c1N=Nc1nccs1	13µM*[quencher]	0.1%	?	-11%	-2%	-13%	8%	/
COc1ccccc1C(=O)Nc1nc(N)n(-c2ccccc2)n1	5%	-1.1%	-2%[46.1 µM]	8%	0%	-3%	6%	-2%
CC(C)CNC(=O)c1cc([N+](=O)[O-])ccc1N1CCCCC1	-1%	0.0%	-7%	5%	-5%	-1%	-7%	0%
O=C(NCc1ccco1)c1ccc(OCC2CCCO2)cc1 (stereo not given)	0%	3.9%	-9%[46.1 µM]	-2%	-14%	1%	-26%	12%
COc1ccc(NC(=O)C(C)Oc2ccc(/C(C)=N\O)cc2)cc1 (stereo not given)	-6%	-1.0%	-13%[46.1 µM]	-12%	-4%	2%	18%	11%
CCOCCCn1c(=N)c(C(N)=S)cc2c(=O)n3cccc(C)c3nc21	2%	-7.6%	-12%[46.1 µM]	-7%	-12%	-3%	?	-23%
CC(C)(O)C(=O)NNC(=S)Nc1ccc(F)c(Cl)c1	-9%	-0.4%	4%	4%	-1%	-3%	2%	4%
CCOC(=O)/C(=N/Nc1ccccc1)Sc1nnnn1-c1ccc(C)cc1	2%	0.0%	7%	0%	4%	-4%	-4%	7%
CCOC(=O)c1c(NC(=O)c2ccc(F)cc2)sc2c1CCC(CC)C2 (stereo not given)	-7%	-1.6%	/	-4%	5%	?	/	/
O=C(O)c1ccc(N/N=C/c2ccc(OC(=O)c3ccccc3Cl)cc2)cc1	?	0.0%	-26%	3%	-8%	-8%	1%	6%
Cc1ccc(SCn2nnc3ccccc3c2=O)c(C)c1	-18%	-1.4%	-34%	-10%	1%	-4%	-1%	26%
COCCN(Cc1cc2cccc(C)c2n2nnnc12)C(=O)C(F)(F)F	5%	1.8%	-8%[46.1 µM]	-5%	0%	-4%	-3%	11%
CCCc1nc2ccccc2n2c(-c3ccc(C)cc3)c3c(=O)n(C)c(=O)n(C)c3c12	-16%	-1.0%	/	-12%	0%	-6%	/	/
CCOC(=O)NC(NC(=O)OCC)C(=O)c1ccccc1	4%	-1.4%	-1%[46.1 µM]	-1%	-11%	1%	6%	3%
c1cnc2ncc3sccc3c2c1	5%	-5.6%	8%	-3%	-4%	-2%	3%	9%
COc1ccc(OCCCC(=O)Nc2cc([N+](=O)[O-])ccc2C)cc1	-22%	0.0%	-8%[46.1 µM]	-1%	-6%	-3%	7%	1%
Cc1ccc(NC(=O)c2ccc(-n3cccn3)nc2)cc1	4%	1.1%	-14%	1%	0%	-1%	-3%	14%
CCOc1ccc2nc(N3CCCC(C(=O)Nc4ccc(Br)c(C)c4)C3)sc2c1 (stereo not given)	?	1.4%	/	13%	5%	-16%	/	/
CC(=O)Nc1cc2c(ccc3ccccc32)oc1=O	0%	1.7%	-11%	6%	2%	-1%	?	2%
C=CCCC(=O)Nc1nc(C)c(-c2csc(Nc3ccc(Cl)cc3)n2)s1	13µM*[quencher]	-0.9%	?	4%	-2%	19%	-10%	-6%
